KCNK3 block – human KCNK3 channel inhibitors, primary screen, CHO cells, FluxOR thallium flux, B-score; Potassium channel subfamily K member 3 (Homo sapiens), O14649; FluxOR fluorescence; stronger effect = lower value; B-score at 10 µM; 0.84% of 340,000 active;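 active = B-score under library mean minus 4 SD, starting fluorescence ratio at most library mean plus 5 SD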;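 note: more negative B-score means stronger inhibition of thallium flux through KCNK3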
KCNQ1 block – inhibitors of human KCNQ1 channel, primary screen, cell-based, thallium flux, high-throughput; Potassium voltage-gated channel subfamily KQT member 1 (Homo sapiens), P51787; CHO-K1 KCNQ1, FluxOR thallium flux fluorescence; stronger effect = higher value; B-score at 10 µM; 1.3% of 310,000 active; AID 2642, 2010;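 active = compounds whose thallium flux B-score, printed positive for inhibition, exceeds three library SD while starting fluorescence stays within three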;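 note: channel opened by potassium depolarization with thallium stimulus after 20 min compound exposure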
Target sequence (P51787 whole entry, looked up): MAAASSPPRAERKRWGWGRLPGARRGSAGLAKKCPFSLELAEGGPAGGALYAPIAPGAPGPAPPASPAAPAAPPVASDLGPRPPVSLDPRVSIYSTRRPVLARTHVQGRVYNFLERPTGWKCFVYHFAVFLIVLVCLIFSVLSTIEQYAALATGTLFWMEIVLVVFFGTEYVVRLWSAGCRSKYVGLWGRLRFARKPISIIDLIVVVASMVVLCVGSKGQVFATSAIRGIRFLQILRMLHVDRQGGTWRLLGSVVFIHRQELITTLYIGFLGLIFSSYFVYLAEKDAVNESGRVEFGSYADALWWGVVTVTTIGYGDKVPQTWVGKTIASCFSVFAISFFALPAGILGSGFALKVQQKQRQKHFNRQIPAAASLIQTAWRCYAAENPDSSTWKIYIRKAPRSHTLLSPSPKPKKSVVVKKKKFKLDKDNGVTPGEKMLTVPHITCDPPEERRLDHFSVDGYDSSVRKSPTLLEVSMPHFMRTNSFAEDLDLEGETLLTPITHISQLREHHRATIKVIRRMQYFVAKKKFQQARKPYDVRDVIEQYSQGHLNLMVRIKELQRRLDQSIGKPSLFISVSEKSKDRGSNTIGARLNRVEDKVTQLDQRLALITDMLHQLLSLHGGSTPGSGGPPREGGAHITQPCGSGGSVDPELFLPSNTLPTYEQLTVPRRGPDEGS
KCNQ1 act – potentiators or activators of KCNQ1 channel, primary screen, cell-based, thallium flux, high-throughput; Potassium voltage-gated channel subfamily KQT member 1 (Homo sapiens), P51787; CHO-K1 KCNQ1, thallium flux FluxOR fluorescence; stronger effect = higher value; B-score at 10 µM; 0.35% of 310,000 active; AID 2648, 2010;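 active = fluorescence ratio B-score, a plate-corrected score, at least three library SD, with initial intensity B-score within 5 SD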
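System: Stable KCNQ1 CHO-K1 line | Incubation: 90 min dye loading and 20 min compound exposure, both at room temperature | Measure: Ratio B score | Medium: Assay buffer for compound exposure, DMSO matched across wells | Compound dosing: Single-concentration screen | Probe or stimulus: K+/Tl+ depolarizing stimulus | Measured by: Kinetic FluxOR fluorescence, 10 s baseline plus 110 s post-stimulus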
Platelet DG rel – inhibitors of platelet dense granule secretion, primary screen, cell-based, MLPCN, human platelets | human platelet-rich plasma, SFLLRN dense granule ATP release, luminescence | inhibition, %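 (compounds screened at 7.5 µM in platelet-rich plasma)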 | 0.22% of 300,000 active;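 active = mean replicate score, as percent of positive control, at or above 50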
Dyrk1A ADPGlo – rat Dyrk1A kinase inhibitors, primary screen, biochemical, single point, plate reader; ADP-Glo luminescence, NFATc1 peptide; inhibition, % at 12.5 µM; 0.43% of 310,000 active; in the data active = inhibition above about 50%;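 note: plate controls were vehicle with enzyme for no effect and no enzyme for full effect; many of its hits are not listed in these tables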
PolyA inhibitor – polyadenylation inhibitors in yeast reporter cells, primary screen, luminescence, S. cerevisiae; 0.02% of 300,000 active; calls only at 12 µM; AID 1875, 2009; S. cerevisiae SKY197-pL101 polyadenylation reporter, beta-gal luminescence; efflux-impaired pdr1/pdr3 knockout yeast; score 100 = 6 SD above DMSO;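 active = lowest replicate activity score at least 50, where 100 means six control SD above control mean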;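 note: yeast exposed to compound for 9 h at 30 °C; higher score means more reporter readthrough which indicates perturbed polyadenylation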
TRPC4 agonist – activators of mouse TRPC4 channel, primary screen, Fluo4 calcium, HEK293 TRPC4beta/mu-opioid cells; Short transient receptor potential channel 4 (Mus musculus), Q9QUQ5; Fluo4 calcium fluorescence; stronger effect = higher value; B-score at 10 µM; 0.49% of 310,000 active;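 active = B-score above 5 SD of library B-scores, and initial fluorescence ratio not above library mean plus 5 SD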;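 note: positive B-score marks a calcium rise read as TRPC4 activation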
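Material: HEK293 stable line with TRPC4beta plus mu-opioid receptor; technique: Fluo4 calcium-sensitive dye fluorescence, kinetic, 1 Hz baseline; timing: Fluo4 dye loading 45 min at room temperature, 110 s recording; controls: assay buffer as low control, maximal DAMGO as high control; read-out: integrated baseline-normalised fluorescence ratio, converted to per-well B score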
hERG rescue – hERG rescue from dofetilide block, primary screen, cell-based, CHO-hERG, FluxOR thallium flux, dofetilide IC70. activation (rescue from dofetilide block), less the hit threshold, % at 10 µM. dofetilide IC70 present. 0.51% of 310,000 active. AID 1511, 2009;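 active = activation above the mean of controls blocked by dofetilide plus 5 SD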;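 note: thallium influx through hERG after potassium depolarization seen as dye fluorescence rise; in these data hits start at about 4.7%; inactives centre near -7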
KCNK9 inh – KCNK9 potassium channel inhibitors, primary screen, HEK293 cells, thallium flux; FluxOR thallium flux fluorescence; stronger effect = lower value; B-score at 10 µM; 1.2% of 310,000 active; AID 488922, 2010;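 active = ratio B-score over 3 SD below the library mean, with starting fluorescence within 5 SD of its mean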;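 note: negative B-score means less thallium flux so channel inhibition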
Target sequence (Q9NPC2 whole entry, looked up): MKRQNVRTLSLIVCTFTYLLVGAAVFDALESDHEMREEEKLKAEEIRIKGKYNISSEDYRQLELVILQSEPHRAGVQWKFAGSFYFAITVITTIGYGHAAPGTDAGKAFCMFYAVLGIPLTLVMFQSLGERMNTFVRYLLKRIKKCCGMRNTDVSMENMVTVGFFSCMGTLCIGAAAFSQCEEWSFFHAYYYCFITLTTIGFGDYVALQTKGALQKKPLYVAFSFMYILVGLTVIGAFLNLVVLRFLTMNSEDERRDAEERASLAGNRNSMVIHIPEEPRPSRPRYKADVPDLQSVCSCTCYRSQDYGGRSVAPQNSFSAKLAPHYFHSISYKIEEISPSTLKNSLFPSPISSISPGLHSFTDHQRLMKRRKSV
TRPC4 potent – positive allosteric modulators of TRPC4, primary screen, cell-based, mouse TRPC4beta, HEK293 mu-opioid, Fluo-4 calcium; DAMGO EC20, Fluo-4 Ca2+ flux; stronger effect = higher value; B-score at 10 µM; 0.42% of 310,000 active;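 active = B-score of calcium response area above 5 SD of library B-scores, with initial fluorescence ratio within 5 SD of library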;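 note: B-score of integrated fluorescence ratio over time as area under calcium response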
TRPC4 block – inhibitors of mouse TRPC4 channel, primary screen, Fluo4 calcium, HEK293 TRPC4beta/mu-opioid cells; 0.39% of 300,000 active; B-score at 10 µM; Short transient receptor potential channel 4 (Mus musculus), Q9QUQ5; DAMGO-evoked Fluo4 calcium flux; stronger effect = lower value;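 active = B-score over 3 SD under the library average, no early fluorescence shift, positive overall ratio signal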
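Material: HEK293 cells with stable TRPC4beta plus mu-opioid receptor expression; probe or stimulus: DAMGO in two steps, submaximal then maximal; technique: Fluo4 calcium fluorescence by kinetic imaging, 5 s 1 Hz baseline; measure: integrated fluorescence ratio relative to baseline, converted to per-well B score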
Active calls of the source: *; i = inactive; / = not tested or not shown; & = joins results of further samples. A portion of the library; rates above refer to the full screens.

smiles	KCNK3 block	KCNQ1 block	KCNQ1 act	Platelet DG rel	Dyrk1A ADPGlo	PolyA inhibitor	TRPC4 agonist	hERG rescue	KCNK9 inh	TRPC4 potent	TRPC4 block
CC(C)Oc1cccc(C(=O)C2CCCN(C(=O)c3cncs3)C2)c1 (stereo unspecified)	i	i	i	0.3	-6.7	i	i	-7.0	i	i	i
Cc1ccc(N=C2SCCCN2C(=O)c2cccc(N3C(=O)CCC3=O)c2)cc1Cl	i	i	i	3.7	-0.5	i	i	-15.9	i	i	i
NC(=O)C1CCN(CC(O)CSc2ccc(F)cc2)CC1 (stereo unspecified)	i	i	i	-1.2	-4.7	i	i	-1.2	i	i	i
O=C(Nc1c2c(nn1-c1ccc(F)cc1)CS(=O)(=O)C2)C12CC3CC(CC(C3)C1)C2	i	i	i	6.6	-2.3	i	i	-9.5	i	i	i
COc1ccccc1OCC(=O)Nc1ccc(-c2nnc(-c3ccco3)o2)cc1	i	i	i	-12.6	/	i	i	-14.5	i	i	i
CC(=O)N1CCN(C(=O)C2(NC(=O)Nc3cccc(F)c3)CCCCC2)CC1	i	i	i	-3.5	-5.4	i	i	-3.9	i	i	i
O=c1[nH]c(Cc2cccs2)nc2ccccc12	i	i	i	24.9	0.4	i	i	-7.5	i	i	/
CCN(CC)C1=CC(=O)OC12CCCCC2	i	i	i	4.3	11.8	i	i	-11.8	i	i	i
CC(C)C(=O)Nc1ccccc1Cc1ccccc1	i	i	i	3.1	/	i	i	-7.0	i	i	i
O=C(Nc1cccc(N2CCCC2)c1)c1cccs1	i	i	i	-0.5	1.2	i	i	-9.3	i	i	i
CN1Cc2c(N)cccc2C(c2ccccc2)C1 (stereo unspecified)	i	i	i	3.2	-0.9&-5.4	i	i	-4.4	i	i	i
O=C(NCc1ccc(F)cc1)c1cc(S(=O)(=O)N2CCCCC2)c[nH]1	i	i	i	-13.8	-1.9	i	i	-11.4	i	i	i
CC(=O)c1ccc(S(=O)(=O)N2CCCC2)cc1	i	i	i	1.2	4.9	i	i	-9.9	i	i	i
CCS(=O)(=O)Nc1cccc(-c2nc3cccnc3s2)c1C	i	i	i	-2.3	8.6	i	i	-5.7	i	i	i
CCC(C)Cn1c(C(C)O)nc2ccccc21 (stereo unspecified)	i	i	i	3.6	17.3	i	i	3.1	i	i	i
N#Cc1ccccc1S(=O)(=O)N1CCN(C(=O)C2CCCC2)CC1	i	i	i	1.4	4.9	i	i	-1.9	i	i	i
O=C(Nc1nc2ccccc2[nH]1)c1ccc(S(=O)(=O)N2CCOCC2)cc1	i	i	i	5.4	14.2	i	i	-12.4	i	i	i
Cc1ccc(-c2nn3c(-c4ccco4)nnc3c3ccccc23)cc1S(=O)(=O)NCC1CCCO1 (stereo unspecified)	i	i	i	-1.7	0.2	i	i	-20.6	i	i	i
O=C(c1cccc([N+](=O)[O-])c1)N1CCN(c2ncccn2)CC1	i	i	i	-1.2	-1.2	i	i	-6.2	i	i	i
Cc1c(C(=O)N2CCCC2)nnn1-c1nonc1N	i	i	i	-3.0	2.7	i	i	-8.7	i	i	i
CCCn1nc(C(=O)NC2CCCc3ccccc32)c2ccccc2c1=O (stereo unspecified)	i	i	i	-6.2	12.3	i	i	-13.7	i	23*	i
COc1ccccc1CN1CC(C(=O)N(Cc2cnn(C)c2)C(C)C)CCC1=O (stereo unspecified)	i	i	i	5.6	-5.0	i	i	-7.2	i	i	i
COc1ccc(C(=O)Cn2cnc3ccccc3c2=O)c(OC)c1	i	i	i	-1.3	3.2	i	i	-2.8	i	i	i
CC1=NN2C(=N)/C(=C\c3cc(C)n(-c4ccc(C)cc4)c3C)C(=O)N=C2S1	i	i	i	-2.0	-9.1	i	i	-9.2	i	i	i
COc1ccc(C(C(O)C(=O)c2c[nH]c3ccccc23)N2CCN(c3ccccc3)CC2)cc1 (stereo unspecified)	i	i	i	-3.0	2.0	i	i	-9.1	i	i	i

An excerpt from above, showing only Platelet DG rel and Dyrk1A ADPGlo.
structure | Platelet DG rel | Dyrk1A ADPGlo
O=C(Nc1c2c(nn1-c1ccc(F)cc1)CS(=O)(=O)C2)C12CC3CC(CC(C3)C1)C2 | 6.6 | -2.3
COc1ccccc1OCC(=O)Nc1ccc(-c2nnc(-c3ccco3)o2)cc1 | -12.6 | /

(continued)
smiles	KCNK3 block	KCNQ1 block	KCNQ1 act	Platelet DG rel	Dyrk1A ADPGlo	PolyA inhibitor	TRPC4 agonist	hERG rescue	KCNK9 inh	TRPC4 potent	TRPC4 block
COc1ccc(/C=N/Nc2ncnc3sc(C)c(C)c23)cc1	i	i	i	-3.4	2.4	i	i	-5.7	i	i	i
Cn1c(-c2ccc(Br)o2)nc2cc(Br)ccc21	i	i	i	/	6.3	/	i	-5.9	i	i	i
Cc1[nH]c2ccc(F)cc2c1CCN1C(=O)OC(C)(C)C1(C)O (stereo unspecified)	i	i	i	-2.1	-1.1	i	i	-4.5	i	i	i
Cc1ccc(CNC(=O)c2ccc(Br)o2)cc1	i	i	i	-0.3	-2.7	i	i	-3.8	i	i	i
CC(=O)Nc1ccc(S(=O)(=O)N2CCC(n3cnc4cc(F)ccc43)CC2)cc1	i	i	i	1.7	-0.3	i	i	-10.2	i	i	i
CCCN1CCN(CCCNC(=O)CN2C(=O)COc3ccccc32)CC1	i	i	i	2.4	-9.6	i	i	-6.8	i	i	i
CCc1ccc(S(=O)(=O)NCC(O)COc2ccc(OC)cc2)cc1 (stereo unspecified)	i	i	i	-1.4	/	i	i	-8.6	i	i	i
COc1ccc(Br)cc1CNc1ccc(S(N)(=O)=O)cc1	i	i	i	11.9	0.2	i	i	-7.7	i	i	i
O=C(c1noc2c1CCCC2)N1CCc2ccccc2C1	i	i	i	-13.2	6.2	i	i	-3.7	i	i	i
O=C(O)c1cc(Cl)c2c(c1)[C@@H]1C=CC[C@@H]1[C@H](c1ccc(S(=O)(=O)N3CCOCC3)cc1)N2	i	i	i	4.1	-1.5	i	i	-4.7	i	i	i
COC(=O)c1sc2ccccc2c1NC(=O)c1ccc(S(=O)(=O)N2CCCCC2C)cc1 (stereo unspecified)	i	i	i	26.2	3.2	i	i	-4.2	i	i	i
COc1ccc(CNC(=O)c2csnn2)cc1	i	i	i	6.5	5.2	i	i	-4.9	i	i	i
COC(=O)[C@@H]1C[C@@]2(O)[C@@H](O)[C@@H](O)[C@@H](O)C[C@H]2N1C/C=C/c1ccccc1	i	i	i	3.6	6.9	i	i	-10.4	i	i	i
O=C(Cc1ccccc1)NCC(=O)Nc1ccccc1Br	i	i	i	0.1	-0.6	i	i	-1.9	i	i	i
COc1ccc(-c2noc(N3CCC(C(=O)NCCCN4CCCCC4)CC3)n2)cc1	i	i	i	-0.2	0.7	i	i	-11.7	i	i	i
O=C(Cn1cc([N+](=O)[O-])cn1)Nc1nccs1	i	i	i	4.2	2.3	i	i	-15.7	i	i	i
CSc1ncccc1C(=O)OCn1nnc2ccccc2c1=O	i	i	i	0.2	3.9	i	i	-2.1	i	i	i
COc1ccc2c(-c3ccccc3)cc(SC(C)C(N)=O)nc2c1 (stereo unspecified)	i	i	i	-4.9	-13.4	i	i	-4.9	i	i	i
O=C1CC(c2ccccc2)CC(O)=C1C=NCCc1ccccc1 (stereo unspecified)	i	i	i	-2.3	/	i	i	-19.3	i	i	i
CN(CCc1cnn(C)c1)Cc1nc(CC2CC2)no1	i	i	i	-0.6	-6.6	i	i	-10.0	i	i	i
Cc1cc(C)nc(N/N=C/c2c(CO)cnc(C)c2O)n1	i	i	i	1.4	3.6	i	i	-11.5	i	i	i
Cn1c(Cl)c(/C=N/OC(=O)c2ccccc2Cl)c2ccccc21	i	i	i	-4.5	-6.8	i	i	-14.1	i	i	i
COc1ccc(/C(O)=C2/C(=O)C(=O)N(c3ccccn3)C2c2cccc(Cl)c2)cc1 (stereo unspecified)	i	i	i	-4.2	4.2	i	i	-2.7	i	i	i
COc1cccc(NC(=O)CN2C(=O)NC(C)(CC(C)C)C2=O)c1 (stereo unspecified)	i	i	i	-5.0	/	i	i	-15.2	i	i	i
C=CCn1c(C(C)NC(=O)c2ccc(C)cc2)n[nH]c1=S (stereo unspecified)	i	i	i	-2.3	1.2	i	i	-8.1	i	i	i
NS(=O)(=O)c1ccc(CCNC(=O)CNC(=O)COc2ccccc2)cc1	i	i	i	-4.9	4.3	i	i	-2.7	i	i	i
Cc1ccc(OCC(=O)Nc2ccc(N3CCN(S(C)(=O)=O)CC3)cc2)c(C)c1	i	i	i	-0.1	-2.4	i	i	-13.2	i	i	i
CCOC(=O)c1ccc(N2C(=O)CC(N3CCC(O)(c4ccc(Cl)cc4)CC3)C2=O)cc1 (stereo unspecified)	i	i	i	-1.5	1.8	i	i	-4.5	i	i	i
CC(=O)NC(Cc1ccc(C)cc1)C(=O)NC1CCN(C(=O)c2cnccn2)CC1 (stereo unspecified)	i	i	i	2.6	-5.6	i	i	-2.7	i	i	i
COc1ccc(N2CCCC2=N)c(OC)c1	i	i	i	-0.9	-4.7	i	i	-3.6	i	i	i
COc1ccc(CC(=O)NNC(=O)c2cccnc2)cc1OC	i	i	i	-2.2	-2.2	i	i	-5.8	i	i	i
CCOc1ccccc1NC(=O)COc1ccc2ccc(=O)oc2c1	i	i	i	8.6	-2.1	i	i	-2.4	i	i	i
Cc1ccc(N=Nc2ccc(O)cc2)c(Br)c1	i	i	i	4.8	11.0	i	i	-6.8	i	i	i
